# LMPTP block = LMPTP phosphatase inhibitors, primary screen, biochemical, fluorescence intensity, uHTS | 360,000 compounds, 0.22% hits | inhibition, % at 20 µM | recombinant LMPTP-A, OMFP fluorogenic substrate | AID 651560, 2012;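 active means compounds that cut the enzyme signal by at least half of the control window in the single-dose screen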;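 further: plate controls were DMSO wells with enzyme plus substrate for no effect and substrate without enzyme for full effect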
#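 Buffer or medium: Bis-Tris pH 6.0, DTT, detergent; Assay system: LMPTP-A enzyme; Quantity: 0.625 nM enzyme; Detection: endpoint fluorescence intensity; Times: 50 min dark incubation at room temperature; Controls: substrate-only low control, DMSO enzyme-plus-substrate high control; Doses: single 20 µM dose; Read-out: percent inhibition versus substrate-only and uninhibited controls; Reagent: 400 µM OMFP.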
# DNMT1 inh = human DNMT1 methyltransferase inhibitors, primary screen, biochemical, molecular beacon, fluorescence, HinP1I cleavage, uHTS. inhibition (reported as % activation of signal), % at 10 µM. 360,000 compounds, 0.83% hits. AID 588458, 2011; in the data active means inhibition above about 50%
# MLLE-PAM2 inh = inhibitors of PABP1 MLLE–PAM2 peptide binding, primary screen, biochemical, fluorescence polarization, FITC-PAM2, GST-MLLE; inhibition, % at 20 µM; Polyadenylate-binding protein 1 (Homo sapiens), P11940; 360,000 compounds, 0.36% hits; in the data active means inhibition above about 35%, passing the limit was not always enough;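 further: plate controls were DMSO wells with GST-MLLE for no effect and wells lacking GST-MLLE protein for full effect; some results filed as inactive read as strong as hits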
# CSN inh = inhibitors of CSN-mediated cullin deneddylation, primary screen, biochemical, fluorescence polarization, uHTS; inhibition, % at 12.5 µM; Purified CSN, SCF-Nedd8-OG deneddylation; 360,000 compounds, 0.38% hits;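 active means pattern-corrected inhibition above about 35%, with an unprinted fluorescence ratio check between 0.5 and 1.5, limit read from the data, passing the limit was not always enough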;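 further: 0% = enzyme with substrate and 100% = substrate without enzyme; some results filed as inactive read as strong as hits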
#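 Test system: purified human Csn5 enzyme expressed in HEK293T cells. Amount: 0.24 nM enzyme. Reagent: SCFSkp2-Nedd8OG substrate at 10 nM final. Schedule: 90 min incubation of compound, enzyme and substrate at room temperature. Detection: fluorescence polarization. Read-out: % inhibition of substrate cleavage by Csn5.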
# STEP block = STEP phosphatase inhibitors, primary screen, biochemical, fluorescence intensity, uHTS; 360,000 compounds, 0.25% hits; inhibition, % at 20 µM; recombinant STEP, OMFP fluorogenic substrate; Tyrosine-protein phosphatase non-receptor type 5 (Homo sapiens), P54829;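 active means inhibition at 20 µM, scaled per plate between control wells, above about 37%, limit read from the data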;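 further: 0% = DMSO with enzyme and substrate and 100% = substrate only without enzyme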
# Target sequence (P54829 whole entry, looked up): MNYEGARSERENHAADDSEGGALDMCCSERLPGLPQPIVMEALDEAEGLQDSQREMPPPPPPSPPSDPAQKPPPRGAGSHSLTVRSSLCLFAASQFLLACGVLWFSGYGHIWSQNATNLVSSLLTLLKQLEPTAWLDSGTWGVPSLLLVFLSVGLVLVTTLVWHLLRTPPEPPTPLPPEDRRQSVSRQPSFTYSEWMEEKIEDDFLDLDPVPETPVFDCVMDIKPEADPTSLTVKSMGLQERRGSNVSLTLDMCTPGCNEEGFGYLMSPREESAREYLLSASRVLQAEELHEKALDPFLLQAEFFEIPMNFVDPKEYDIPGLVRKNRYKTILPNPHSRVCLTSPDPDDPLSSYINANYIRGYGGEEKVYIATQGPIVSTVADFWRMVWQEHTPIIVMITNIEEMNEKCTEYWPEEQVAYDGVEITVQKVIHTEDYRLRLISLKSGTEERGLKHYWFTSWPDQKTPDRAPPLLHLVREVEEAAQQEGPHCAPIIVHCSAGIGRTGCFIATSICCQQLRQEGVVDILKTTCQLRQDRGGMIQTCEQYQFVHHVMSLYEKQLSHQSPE
#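 medium = Bis-Tris buffer pH 6.0, 2.5 mM DTT, 0.005% Tween 20 | test system = STEP (striatal-enriched tyrosine phosphatase) enzyme, cell-free | measure = normalized % inhibition | compound dosing = 20 µM, 1% DMSO | also added = 25 µM OMFP | schedule = reaction 20 min, ambient temperature | measured by = fluorescence read at 480 nm ex / 540 nm em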
# SUMO1-SIM PPI = modulators of SUMO1 protein-protein interactions, primary screen, biochemical, uHTS; AID 602429, 2012; inhibition, % at 20 µM; 360,000 compounds, 0.33% hits; SUMO1 binding to a labelled peptide, TR-FRET, 1 h; Small ubiquitin-related modifier 1 (Homo sapiens), P63165; in the data active means inhibition above about 37%
# Target sequence (P63165 whole entry, looked up): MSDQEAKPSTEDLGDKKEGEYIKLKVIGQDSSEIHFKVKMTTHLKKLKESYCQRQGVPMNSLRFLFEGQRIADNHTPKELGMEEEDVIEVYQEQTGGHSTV
# NadD inh = inhibitors of S. aureus NadD, primary screen, biochemical, colorimetric, uHTS; Nicotinate-nucleotide adenylyltransferase NadD (Staphylococcus aureus N315); purified NadD enzyme, colorimetric absorbance read-out; inhibition, % at 20 µM; 360,000 compounds, 0.78% hits; in the data active means inhibition above about 26%; further: some compounds past the cut are filed as inactive
# Rpn11 block = Rpn11 (PSMD14) deubiquitinase inhibitors, primary screen, biochemical, fluorescence polarization, uHTS. 26S proteasome non-ATPase regulatory subunit 14 (Homo sapiens), O00487. human 26S proteasome, Ub4-pepOG fluorescence polarization; 20S core pre-blocked with epoxomicin. calls only at 20 µM. 360,000 compounds, 0.59% hits;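 active means inhibition at 20 µM, scaled to each plate's controls, above about 33%, limit read from the data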
# Target sequence (O00487 whole entry, looked up): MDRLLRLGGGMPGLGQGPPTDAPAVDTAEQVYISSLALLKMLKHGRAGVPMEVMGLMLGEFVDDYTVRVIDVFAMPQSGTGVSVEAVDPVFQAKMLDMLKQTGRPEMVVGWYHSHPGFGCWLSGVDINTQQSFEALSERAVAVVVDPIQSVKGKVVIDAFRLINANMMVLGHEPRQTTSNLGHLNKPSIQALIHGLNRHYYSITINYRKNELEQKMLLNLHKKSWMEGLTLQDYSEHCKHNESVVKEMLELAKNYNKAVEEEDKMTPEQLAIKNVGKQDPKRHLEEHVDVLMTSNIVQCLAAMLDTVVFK
# Tb MetRS inh = T. brucei MetRS inhibitors, primary screen, biochemical, luminescence. purified T. brucei MetRS, ATP depletion, Kinase-Glo luminescence. inhibition, % at 11.9 µM. methionyl-tRNA synthetase (Trypanosoma brucei brucei). 360,000 compounds, 0.4% hits;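 active means inhibition above a per-plate cutoff of the control wells' mean inhibition plus 3 SD, cut at about 5.5% in these data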;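 further: 0% = DMSO wells median and 100% = median of wells with control inhibitor compound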
#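 Test system – parasite MetRS enzyme · Reagent – substrates ATP, L-methionine and bulk Escherichia coli tRNA · Doses – 11.9 µM compound single dose, 0.9% DMSO · Times – 15 min enzyme-compound preincubation, 2 h reaction, 10 min detection, 25 °C · Signal – Kinase-Glo luminescence, ATP depletion format · Controls – DMSO-only wells as low control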
# Scp1 inh = Scp-1 phosphatase inhibitors, primary screen, biochemical, colorimetric, uHTS | Carboxy-terminal domain RNA polymerase II polypeptide A small phosphatase 1 (Homo … | 340,000 compounds, 0.88% hits | Recombinant Scp1, phosphopeptide, malachite green phosphate absorbance | inhibition, % at 20 µM;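 active means inhibition above about 50% at 20 µM, limit read from the data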;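 further: plate controls were DMSO wells with enzyme for no effect and wells lacking enzyme for full effect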
#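 Times: enzyme reaction 45 min at room temperature, colour 5 min, stabilisation 30 min. Material: SCP-1 catalytic fragment, aa 76-261. Medium: Acidic Tris acetate buffer with magnesium and detergent. Signal: colorimetric free-phosphate detection, absorbance 630 nm. Read-out basis: % inhibition of SCP-1 phosphate liberation. Reagent: Phosphorylated 17-residue peptide substrate.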
# Active calls of the source: *; i = inactive; nt = not tested or not shown; & = joins results of further samples.
SMILES,LMPTP block,DNMT1 inh,MLLE-PAM2 inh,CSN inh,STEP block,SUMO1-SIM PPI,NadD inh,Rpn11 block,Tb MetRS inh,Scp1 inh
Cc1ccc(SCc2ccc(C(=O)Nc3cccc([N+](=O)[O-])c3C)cc2)cc1,0.1,1.8,-3.7,3.9,-1.3,-0.7,5.0,i,-0.9,-8.0
Cc1nn(C)c(C(=O)NNC(=O)NC2CCCCC2)c1Cl,-0.3,1.1,-8.8,2.1,-2.0,-0.1,1.2,i,0.1,1.1
COc1ccc(-n2nc3c(c2NC(=O)COc2ccccc2)CS(=O)(=O)C3)cc1,-3.8,1.2,-8.2,1.2,-1.9,2.9,1.7,i,-0.4,-3.4
Cc1nn(C(C)C(=O)O)c(=O)c2c1sc1ccccc12 (stereo not drawn),-1.6,4.0,-13.9,2.3,-4.0,1.0,-14.2,i,-0.9,-14.3
O=S(=O)(Cc1ccc(Cl)cc1)c1ccccc1-c1nnc(-c2ccccc2)o1,1.3,8.0,-7.2,-1.0,-0.4,0.3,-6.1,i,-0.3,0.5
COc1ccc(OCC(O)CNC(C)c2ccccc2)cc1 (stereo not drawn),0.6,-0.4,-1.9,-0.7,2.3,-5.3,-10.0,i,-0.9,-1.3
CCOc1cc(C2C3=C(CC(C)(C)CC3=O)N(C)C3=C2C(=O)CC(C)(C)C3)ccc1O,0.1,-18.9,9.6,4.6,1.9,-16.9,8.2,i,-0.1,-1.2
COc1ccc(NC(=O)c2ccco2)cc1NC(=O)c1c(F)c(F)c(OC)c(F)c1F,-1.1,5.8,-4.6,-3.0,3.9,-1.5,-6.0,i,-0.7,-7.0
O=C(O)c1ccc(Oc2ccc(S(=O)(=O)c3ccc(C(=O)O)c(C(=O)O)c3)cc2)cc1,-0.4,9.7,2.4,4.2,14.4,0.4,6.7,i,-0.4,54.3*
COc1ccc(Cl)cc1C(=O)N1CCN(Cc2ccc3c(c2)OCO3)CC1,0.3,2.8,1.5,-0.9,-0.3,4.2,1.2,i,1.4,-6.5
COc1ccc(C(C)=O)cc1COC(=O)CSC(C)C(=O)Nc1cc(C)on1 (stereo not drawn),-0.1,-0.1,-2.0,6.1,1.2,1.1,-4.6,i,-0.7,1.6
COc1ccc(NS(=O)(=O)c2ccc(NS(=O)(=O)c3ccc(SC)cc3)cc2)c(OC)c1,1.6,1.2,-2.9,-3.5,-5.7,-1.1,-3.8,i,-0.7,-6.5
Cc1ccc(NC(=O)CN2C(=O)S/C(=C\c3cccn3C)C2=O)cc1,-0.2,1.2,0.2,1.9,1.1,-4.3,-0.9,i,0.2,-12.2
CC1(c2ccccc2Cl)NC(=O)N(CC(=O)Nc2ccc3c(c2)OCO3)C1=O (stereo not drawn),-0.4,-3.6,9.6,-1.7,-2.1,2.7,2.8,i,2.4,-2.3
Cc1ccc(NC(=O)CN2C(=O)CC(C)S(=O)(=O)c3ccccc32)cc1 (stereo not drawn),-0.1,-3.1,4.5,7.2,-2.2,6.7,3.1,i,-0.1,12.7
CN1C(=O)N(CN2CCCCC2)C2C1N(C)C(=O)N2CN1CCCCC1 (stereo not drawn),-3.3,5.3,-3.6,0.3,-8.0,5.7,-5.8,i,-0.3,-1.9
CCCCC(=O)NS(=O)(=O)c1ccc(N=NN2CCCCC2)cc1,-1.6,4.4,2.8,-3.2,3.4,6.2,-5.5,i,-1.3,-11.8
CNC(=S)NNC(=O)c1sc2cc(C(F)(F)F)cnc2c1-c1cccnc1,0.6,-0.2,-27.9,-4.8,1.3,-7.9,-0.2,i,-1.0,-1.4
COc1ccc2c(c1)CCc1c(C(=O)NCC(C)C)noc1-2,-1.0,2.2,-0.6,3.9,-0.2,-4.1,-10.9,i,-0.1,-7.4
COc1ccc(C2CC(c3ccccc3)=NN2c2ccc(S(N)(=O)=O)cc2)cc1 (stereo not drawn),6.0,-27.7,0.1,-1.7,-0.2,-4.7,9.0,i,-0.6,-8.3
O=C(NC(=S)N1CCN(C/C=C/c2ccccc2)CC1)c1ccc(F)cc1,-0.9,-2.0,-10.5,2.9,3.2,-9.2,3.0,i,-0.2,-7.3
O=C(Nc1ccc(NC(=O)c2ccc3c(c2)OCCO3)cc1)c1ccccc1,2.3,7.6,2.3,2.3,0.1,2.7,-2.1,i,-0.5,-7.7
COc1cc2c(cc1OC)CN(CC(=O)Nc1ccccc1C(=O)NC1CC1)CC2,0.0,-3.6,-0.6,-0.9,-0.9,-0.5,-2.5,i,-0.4,3.5
Cc1ccc2nc(NC(=O)C3CCN(c4ncnc5sc(C)c(C)c45)CC3)sc2c1,1.0,15.3,-13.3,-0.5,-2.0,23.4,15.9,i,-0.3,8.4
O=C(CN1CCN(c2ccc(F)cc2)CC1)Nc1ccc2c(c1)OCCO2,-0.3,-1.2,-0.3,2.0,-2.0,4.1,3.0,i,0.8,-4.8
O=C1CC(=O)C(n2cncn2)C(c2cccc(Cl)c2)C1 (stereo not drawn),-0.5,2.9,5.1,-0.8,-1.9,1.2,-6.7,i,0.2,-7.0
CCN(CC)CCNC(=O)c1ccc(Cl)c(S(=O)(=O)Nc2ccc(Cl)cc2)c1,-6.1&-5.7,6.1&1.6,-3.8&-3.4,1.1&-3.0,4.0&1.6,-1.1&4.0,-3.4&3.0,i,-0.2&0.1,-3.8&0.2
CCN(CC)C(=O)C1CCN(S(=O)(=O)c2cccc3nonc23)CC1,1.0,-0.1,6.6,3.5,-1.6,-22.6,4.0,i,-0.4,7.1
CCc1cc(-c2n[nH]c(=S)n2-c2cccc(C)c2)cs1,-0.2,0.6,-1.6,6.3,2.1,0.1,-8.9,i,-0.5,-3.9
COc1ccc(S(=O)(=O)NCCc2cn3nc(C)c(C)nc3n2)cc1C,0.2,-2.3,8.5,0.8,0.0,-15.4,-3.3,i,-0.4,-6.9

# The last 2 entries of the part above lead into the next:
SMILES,LMPTP block,DNMT1 inh,MLLE-PAM2 inh,CSN inh,STEP block,SUMO1-SIM PPI,NadD inh,Rpn11 block,Tb MetRS inh,Scp1 inh
CCc1cc(-c2n[nH]c(=S)n2-c2cccc(C)c2)cs1,-0.2,0.6,-1.6,6.3,2.1,0.1,-8.9,i,-0.5,-3.9
COc1ccc(S(=O)(=O)NCCc2cn3nc(C)c(C)nc3n2)cc1C,0.2,-2.3,8.5,0.8,0.0,-15.4,-3.3,i,-0.4,-6.9
O=C(Nc1ccc(C(F)(F)F)cc1)c1csc(-c2ccncc2)n1,1.1,0.2,-8.7,-2.4,1.7,3.0,-4.1,i,0.1,7.4
CC(C)(C)C(=O)Nc1ccc(-c2nc3ccccc3c(=O)o2)cc1,1.4,3.3,2.9,0.9,0.2,3.4,-4.1,i,-0.5,-3.7
O=C(NN1C(=O)c2ccccc2NC1c1ccoc1)c1ccc([N+](=O)[O-])cc1 (stereo not drawn),-1.4,0.2,3.8,1.9,0.2,-19.3,-1.5,i,-0.7,-6.1
CCOc1ccccc1NC1=NCC(=O)N1Cc1ccc(F)cc1,-1.0,-3.5,6.0,-6.4,-3.8,0.5,0.3,i,-0.3,0.4
Cc1cnc(C(=O)N2CCN(S(=O)(=O)c3cccc(Br)c3)CC2)cn1,-1.1,-1.6,14.5,-2.6,-1.1,-4.8,2.0,i,-0.3,-9.6
Cc1cc(Nc2ccccc2)nn1C(=O)c1ccc([N+](=O)[O-])cc1,2.8,-6.1,6.2,-0.5,0.2,-19.1,-2.5,i,-0.7,-12.7
S=C(NCc1ccccn1)Nc1ccccc1Cl,-0.4,0.1,-5.3,-6.1,-1.9,4.3,-2.8,i,0.2,-2.7
O=C1OCC/C1=C\NCCCN/C=C1\CCOC1=O,-3.1,-1.8,16.1,-1.9,4.1,-1.4,1.9,i,-0.3,nt
COc1ccc2nc(NC(=O)CCN3C(=O)c4ccccc4C3=O)sc2c1,1.4,-5.4,-7.3,3.6,1.8,-0.8,-4.6,i,-1.1,-6.5
NC(=O)c1[nH]cnc1N=NN(CCO)Cc1ccccc1,-3.1,-3.6,8.1,3.6,0.7,-4.4,-2.3,i,-0.3,nt
CCc1ccc(NC(=S)N2CCC(NC(=O)C3CCCCC3)CC2)cc1,0.5,7.7,-73.1,1.6,3.4,9.0,2.0,i,-0.6,-3.1
CCC(=O)n1nc(NCc2ccccc2OC)nc1NCc1ccccc1OC,3.2,2.9,-4.1,2.3,2.4,-0.4,0.6,i,-0.9,-0.6
COc1ccc(NC(=O)c2cc(-c3ccccn3)nc3c(C)cc(C)cc23)c(C)c1,2.8,6.1,-3.9,2.6,-0.3,7.3,9.7,i,-0.4,-1.8
O=C(Nc1nnc(CCN2CCOCC2)s1)C1CCCCC1,-2.6,-3.0,-2.6,1.6,-5.4,1.8,-4.5,i,-0.9,-5.6
CCOC(=O)c1c(NC(=S)NC(=O)c2ccc(Cn3cc(Cl)cn3)o2)sc2c1CCCCC2,1.8,21.2,19.6,-1.0,2.3,-0.8,9.6,i,-0.1,-3.3
O=C(Nc1ccc2c(c1)OCCO2)C(c1ccnc2ccccc12)N1CCN(C/C=C/c2ccccc2)CC1 (stereo not drawn),4.1,-14.7,6.2,-2.1,-0.6,2.5,10.5,i,1.2,nt
CC(=O)Nc1nc(C(F)(F)F)cs1,-1.9,0.5,21.3,-3.8,-3.1,3.6,-0.2,i,0.2,-4.4
CCc1ccc(/C=N/NC(=O)c2nnn(-c3nonc3N)c2CN2CCc3ccccc32)cc1,5.4,-14.6,-22.5,0.2,3.9,1.4,28.3,i,0.7,-0.8
